NCI-60 one-dose screen, 48 h, at 10 µM unless noted. Numbers give growth in % (100 = growth as untreated, 0 = no growth, -100 = all killed).
MDA-MB-468: MDA-MB-468 breast cancer. AID 2202374. 78,000 tested, 8.5% active
HS 578T: HS 578T breast cancer; 78,000 tested, 4.1% active; AID 1794788
K-562: K-562 leukemia. AID 1794777. 78,000 tested, 7.4% active
MCF7: MCF7 breast cancer; 82,000 tested, 6.3% active
BT-549: BT-549 breast cancer; 78,000 tested, 4.4% active
T-47D: T-47D breast cancer; 79,000 tested, 5% active
SR: SR leukemia cells | 73,000 tested, 8.7% active | AID 1794780
MDA-MB-231: MDA-MB-231 breast cancer. 81,000 tested, 5% active. AID 1794789
* marks the source's active call; other numbers are inactive results; & = joins results of further samples. Rule for the calls: active = growth percent below 10; inactive = the rest.

Screening O=C1/C(=C/c2ccc(Cl)cc2)SC(=S)N1N1CCOCC1 returned MDA-MB-468 107, HS 578T 110, K-562 99, MCF7 106, BT-549 106, T-47D 89, SR 115 and MDA-MB-231 117.
Screening Cc1ccc2c(c1)[C@](O)(C(C)C)CC[C@]2(C)O returned MDA-MB-468 105, HS 578T 110, K-562 92, MCF7 93, BT-549 106, T-47D 110, SR 106 and MDA-MB-231 110.
COc1cc(C2CC(C3C(=O)N(C)C(=O)N(C)C3=O)=NN2c2ccccc2)cc(OC)c1OC (configuration not stated) was read as MDA-MB-468 94, HS 578T 93, K-562 98, MCF7 89, BT-549 105, T-47D 115, SR 94 and MDA-MB-231 93.
Screening Nc1nc(Cl)cc(=O)n1Cc1ccccc1 returned MDA-MB-468 97, HS 578T 135, K-562 106, MCF7 98, BT-549 102, T-47D 83 and MDA-MB-231 92.
`CC1(C)OC2C(CO)OC(n3ccc(=O)[nH]c3=O)C2O1` (configuration not stated) gave MDA-MB-468 127, HS 578T 92, K-562 110, MCF7 98, BT-549 104, T-47D 89, SR 100 and MDA-MB-231 93.
CN(C)c1ccc(C(c2ccc(N(C)C)cc2)C(O)c2ccccc2)cc1 (configuration not stated) was read as MDA-MB-468 117, K-562 103, MCF7 102, BT-549 106, T-47D 99, SR 92 and MDA-MB-231 115.
COc1ccc(-n2nc(C(=O)Nc3ccccc3OC)nc2-c2cc(OC)c(OC)c(OC)c2)cc1 was read as MDA-MB-468 91, HS 578T 91, K-562 57, MCF7 88, T-47D 56 and MDA-MB-231 59.
CCCCCCCCCCP(=O)(O)CCCCCCCCCC was read as MDA-MB-468 110, HS 578T 102, K-562 116, MCF7 92 and BT-549 95.
Screening O=C(Nc1ccc(F)cc1)c1cc(-c2ccc(F)cc2F)ccc1O returned MDA-MB-468 -7.2*, HS 578T 6.2*, K-562 15, MCF7 2.2*, BT-549 -10*, T-47D -4.7*, SR 26 and MDA-MB-231 18.
O=S(=O)(Nc1ncccn1)c1ccc(NO)cc1 was read as HS 578T 89, K-562 105, MCF7 110, BT-549 92, T-47D 105, SR 97 and MDA-MB-231 99.
`CC(C)C=C(C(=O)O)C(=O)O` gave MDA-MB-468 112, HS 578T 120, K-562 107, MCF7 97, BT-549 102, SR 87 and MDA-MB-231 111.
For CCCNC(=O)CCCNc1ncnc2c1ncn2-c1cccc(C(C)O)c1 (configuration not stated) the results were MDA-MB-468 84, HS 578T 99, K-562 97, MCF7 99, BT-549 113, T-47D 94, SR 97 and MDA-MB-231 95.

Next section; it opens with the two that closed the last part.
`CC(C)C=C(C(=O)O)C(=O)O` gave MDA-MB-468 112, HS 578T 120, K-562 107, MCF7 97, BT-549 102, SR 87 and MDA-MB-231 111.
For CCCNC(=O)CCCNc1ncnc2c1ncn2-c1cccc(C(C)O)c1 (configuration not stated) the results were MDA-MB-468 84, HS 578T 99, K-562 97, MCF7 99, BT-549 113, T-47D 94, SR 97 and MDA-MB-231 95.
Screening COc1ccc(C(=O)C[n+]2cc(Br)cc(Br)c2)cc1 returned MDA-MB-468 107, HS 578T 74, K-562 102, MCF7 100, BT-549 116, T-47D 101, SR 89 and MDA-MB-231 89.
CCCCCCCCCCC1CO1 (configuration not stated) was read as MDA-MB-468 94, HS 578T 118, K-562 102, MCF7 92, BT-549 109, T-47D 103, SR 99 and MDA-MB-231 111.
For NNC(=O)c1ccco1 the results were MDA-MB-468 106&105, HS 578T 124&83, K-562 110&97, MCF7 110&94, BT-549 109, T-47D 96&115, SR 103&105 and MDA-MB-231 106&105.
O=C(CNc1ccc(Br)cc1)Cn1cc(COc2ccc(C=Nc3cnc4ccccc4c3)cc2)nn1 was read as MDA-MB-468 99, HS 578T 98, K-562 102, MCF7 97, BT-549 111, T-47D 106, SR 99 and MDA-MB-231 107.
`CC(N)C(=O)NNc1n[nH]c(=S)n1N` (configuration not stated) gave MDA-MB-468 82, HS 578T 88, K-562 107, MCF7 94, BT-549 87, T-47D 99, SR 103 and MDA-MB-231 105.
COC(=O)C(Cc1cn(-c2ccc3oc(=O)ccc3c2)nn1)(Cc1cn(-c2ccc3ccc(=O)oc3c2)nn1)C(C)=O (configuration not stated) was read as MDA-MB-468 111, HS 578T 95, K-562 96, MCF7 92, BT-549 105, T-47D 96, SR 95 and MDA-MB-231 92.
`O=C(c1ccccc1)c1ccsc1C(=O)c1ccccc1` gave HS 578T 108, K-562 93, MCF7 109, BT-549 104, T-47D 93, SR 77 and MDA-MB-231 98.
Screening COC1OC(COS(=O)OC)C(O)C(O)C1OS(=O)OC (configuration not stated) returned MDA-MB-468 96, HS 578T 102, K-562 102, MCF7 88, T-47D 110, SR 80 and MDA-MB-231 103.
For O=C(Nc1ccc2c(O)cc(S(=O)(=O)O)cc2c1)Nc1ccc2c(O)c(N=Nc3ccc4cc(S(=O)(=O)O)ccc4c3)c(S(=O)(=O)O)cc2c1 the results were HS 578T 123, K-562 99, MCF7 101, BT-549 111, T-47D 117, SR 99 and MDA-MB-231 102.
Screening COc1cc(C(=O)/C=C/c2c(C)n([O-])c3ccc(C)cc3[n+]2=O)cc(OC)c1OC returned MDA-MB-468 30, HS 578T 53, K-562 0.3*, MCF7 29, BT-549 77, T-47D 18, SR -35* and MDA-MB-231 85.
`Nc1ccc(Nc2ccc(N)cc2)cc1` gave MDA-MB-468 36, HS 578T 123, MCF7 70, BT-549 96, T-47D 82 and MDA-MB-231 89.
O=C(NNC(=O)c1ccccc1Cl)c1ccccc1Cl was read as MDA-MB-468 100, HS 578T 101, K-562 94, MCF7 104, BT-549 102, T-47D 99, SR 95 and MDA-MB-231 106.
N#Cc1c(-c2cccs2)cc(-c2cnccn2)nc1SCC(=O)NNC(=S)Nc1ccc(Cl)cc1 was read as MDA-MB-468 113, HS 578T 111, K-562 92, MCF7 86, BT-549 111, T-47D 108, SR 92 and MDA-MB-231 96.
For CC(=O)Oc1cc2cnc3c4cc(OC(C)=O)c(OC(C)=O)cc4ccc3c2cc1OC(C)=O the results were MDA-MB-468 -7.8*, HS 578T 28, K-562 6.5*, MCF7 7.0*, BT-549 27, T-47D 15, SR -8.3* and MDA-MB-231 26.
`NC(N)=Nc1ccc(Oc2cccc(Nc3ccc(Br)c(C(F)(F)F)c3)c2)cc1` gave MDA-MB-468 -11*, HS 578T 9.3*, K-562 -11*, MCF7 -1.1*, BT-549 43, T-47D 22, SR -43* and MDA-MB-231 -7.7*.
CCCCCCCCCCCCCCCC[N+](C)(C)CCCNS(=O)(=O)c1cccs1 was read as MDA-MB-468 97, HS 578T 112, K-562 111, MCF7 96, BT-549 104, T-47D 97, SR 88 and MDA-MB-231 104.
`COc1ccccc1NC(=O)c1cc2cc(Br)ccc2cc1O` gave MDA-MB-468 -9.3*, HS 578T 6.1*, K-562 7.5*, MCF7 -2.4*, BT-549 19, T-47D 9.8*, SR -5.1* and MDA-MB-231 3.5*.
Screening CCOC(=O)c1ccc2n1CCc1cnc(NC3CCCCC3)nc1-2 returned MDA-MB-468 91, HS 578T 93, K-562 81, MCF7 100, BT-549 97, SR 90 and MDA-MB-231 96.
`CN(C)N=Nc1ccc(-c2ccccc2)cc1` gave MDA-MB-468 83, HS 578T 112, K-562 115, MCF7 81, BT-549 78, T-47D 72 and MDA-MB-231 90.
CN1CCC(=C(C#N)C#N)CC1 was read as MDA-MB-468 117, HS 578T 109, K-562 104, MCF7 91, T-47D 108, SR 97 and MDA-MB-231 107.
`COc1ccc(-n2nc(C)c3c(Oc4ccc(NC(=O)Nc5c(Cl)cccc5Cl)cc4)ncnc32)cc1` gave MDA-MB-468 107, HS 578T 92, K-562 104, MCF7 96, BT-549 117, T-47D 87, SR 111 and MDA-MB-231 101.
For CC(/C=C1\SC(=S)N(CC(=O)NC(C(=O)O)C(C)C)C1=O)=C\c1ccccc1 (configuration not stated) the results were MDA-MB-468 102, HS 578T 108, K-562 107, MCF7 94, BT-549 122, T-47D 102, SR 98 and MDA-MB-231 99.
`COc1ccc(/C(C)=N/Nc2ncc(-c3cc(O)c(C)c(C)c3O)s2)cc1` gave MDA-MB-468 51, HS 578T 97, K-562 79, MCF7 77, BT-549 82, T-47D 25, SR 62 and MDA-MB-231 102.
Screening CCCCCCn1c(O)c(N=Nc2nc(-c3cc4ccccc4oc3=O)cs2)c2cc(Br)ccc21 returned MDA-MB-468 113, HS 578T 118, K-562 108, MCF7 92, BT-549 128, T-47D 111, SR 111 and MDA-MB-231 109.
For Cc1cc(NCCN2CCNCC2)n2c(nc3ccccc32)c1C#N the results were MDA-MB-468 76, HS 578T 107, K-562 101, MCF7 87, BT-549 84, T-47D 89, SR 107 and MDA-MB-231 94.
For O=C(c1cc([N+](=O)[O-])cc([N+](=O)[O-])c1)N(CCO)CCO the results were MDA-MB-468 101, HS 578T 106, K-562 100, MCF7 94, BT-549 99, T-47D 106, SR 97 and MDA-MB-231 109.
Screening CCN(CC)c1ccc(N2C(=O)/C(=C/c3cn(-c4ccccc4)nc3-c3ccc(Cl)cc3)SC2c2ccc(N(C)C)cc2)cc1 (configuration not stated) returned MDA-MB-468 107, HS 578T 111, K-562 87, MCF7 94, BT-549 89, T-47D 92 and MDA-MB-231 108.
Screening CCCCCOC(=O)/C=C/c1ccccc1 returned MDA-MB-468 102, HS 578T 107, K-562 100, MCF7 98, BT-549 91, T-47D 104, SR 92 and MDA-MB-231 106.
For CN(C)c1nc(N)nc(Cn2c(-c3nonc3N)nc3ccccc32)n1 the results were MDA-MB-468 23, HS 578T 77, K-562 23, MCF7 67, BT-549 92, T-47D 90 and MDA-MB-231 77.
For CCCCn1c(SCC(=O)Nc2ccc(S(=O)(=O)Nc3ccc(Cl)nn3)cc2)nc2ccccc2c1=O the results were MDA-MB-468 101, HS 578T 94, K-562 111, MCF7 105, BT-549 86, T-47D 87, SR 103 and MDA-MB-231 91.
Screening Cc1ccc2c(c1)c(-c1nc(-c3c[nH]c4ncccc34)cs1)cn2C returned MDA-MB-468 -2.7*, HS 578T 109, K-562 81, MCF7 17, BT-549 104, T-47D 45 and MDA-MB-231 76.
`NCCCCN(C[C@H]1CN(S(=O)(=O)c2ccc(Cl)cc2)CCN1)[C@H]1CCCc2cccnc21` gave MDA-MB-468 89, HS 578T 100, K-562 89, MCF7 93, BT-549 84, T-47D 87 and MDA-MB-231 88.
For O=C1C(SCc2ccccc2)=C(Cl)CN1c1ccccc1 the results were MDA-MB-468 80, HS 578T 104, K-562 62, MCF7 41, BT-549 108, T-47D 88, SR 18 and MDA-MB-231 93.
`CCNC(=S)NN` gave MDA-MB-468 35, HS 578T 100, K-562 44, MCF7 5.4*, BT-549 117, T-47D 47, SR 62 and MDA-MB-231 91.
For O=CC1N=C(Cc2ccccc2)OC1=O (configuration not stated) the results were MDA-MB-468 98, K-562 107, MCF7 95, BT-549 99, T-47D 100, SR 100 and MDA-MB-231 104.
For Clc1nc(-c2ccccc2)nc2ccccc12 the results were MDA-MB-468 86, K-562 88, MCF7 77, BT-549 99, T-47D 89 and SR 90.

Structures above that contain an aryl methoxy group, in the order listed:
COc1cc(C2CC(C3C(=O)N(C)C(=O)N(C)C3=O)=NN2c2ccccc2)cc(OC)c1OC (configuration not stated) was read as MDA-MB-468 94, HS 578T 93, K-562 98, MCF7 89, BT-549 105, T-47D 115, SR 94 and MDA-MB-231 93.
COc1ccc(-n2nc(C(=O)Nc3ccccc3OC)nc2-c2cc(OC)c(OC)c(OC)c2)cc1 was read as MDA-MB-468 91, HS 578T 91, K-562 57, MCF7 88, T-47D 56 and MDA-MB-231 59.
Screening COc1ccc(C(=O)C[n+]2cc(Br)cc(Br)c2)cc1 returned MDA-MB-468 107, HS 578T 74, K-562 102, MCF7 100, BT-549 116, T-47D 101, SR 89 and MDA-MB-231 89.
Screening COc1cc(C(=O)/C=C/c2c(C)n([O-])c3ccc(C)cc3[n+]2=O)cc(OC)c1OC returned MDA-MB-468 30, HS 578T 53, K-562 0.3*, MCF7 29, BT-549 77, T-47D 18, SR -35* and MDA-MB-231 85.
`COc1ccccc1NC(=O)c1cc2cc(Br)ccc2cc1O` gave MDA-MB-468 -9.3*, HS 578T 6.1*, K-562 7.5*, MCF7 -2.4*, BT-549 19, T-47D 9.8*, SR -5.1* and MDA-MB-231 3.5*.
`COc1ccc(-n2nc(C)c3c(Oc4ccc(NC(=O)Nc5c(Cl)cccc5Cl)cc4)ncnc32)cc1` gave MDA-MB-468 107, HS 578T 92, K-562 104, MCF7 96, BT-549 117, T-47D 87, SR 111 and MDA-MB-231 101.
`COc1ccc(/C(C)=N/Nc2ncc(-c3cc(O)c(C)c(C)c3O)s2)cc1` gave MDA-MB-468 51, HS 578T 97, K-562 79, MCF7 77, BT-549 82, T-47D 25, SR 62 and MDA-MB-231 102.

(list continues)
C[C@]1(CCO)C[C@@H]1c1ccc2ccccc2c1 was read as MDA-MB-468 94, HS 578T 102, K-562 92, MCF7 99, BT-549 96, T-47D 101, SR 110 and MDA-MB-231 106.
CCOC(=O)C1=NN=C(N2C(=S)NC(=O)C2CC(C)C)/C1=C\c1ccc(Cl)cc1 (configuration not stated) was read as MDA-MB-468 97, HS 578T 103, K-562 96, MCF7 98, BT-549 100, T-47D 103, SR 95 and MDA-MB-231 100.
COc1ccc(-c2nc3ncccn3c2-c2nc3ccc(OC)cc3[nH]2)cc1 was read as MDA-MB-468 91, K-562 80, MCF7 104, BT-549 93, T-47D 84, SR 81 and MDA-MB-231 105.
For CCN(CC)CC(Cc1ccccc1)OC(=O)Nc1ccccc1 (configuration not stated) the results were MDA-MB-468 128, HS 578T 98, K-562 104, MCF7 104, BT-549 104, T-47D 100, SR 99 and MDA-MB-231 85.
Screening Clc1ccc(/C=N\N2CCCCCC2)cc1 returned MDA-MB-468 122&106, HS 578T 139&109, K-562 88, MCF7 96&99, BT-549 90&105, T-47D 97&108, SR 80&94 and MDA-MB-231 100&90.
OC1(c2ccccc2)C(N2CCOCC2)=C(c2ccccc2)c2ccccc21 (configuration not stated) was read as MDA-MB-468 68, HS 578T 86, K-562 102, MCF7 91, T-47D 92, SR 89 and MDA-MB-231 90.
For CSC(SC)=C(C#N)c1nc2ccccc2s1 the results were MDA-MB-468 44, HS 578T 77, K-562 47, MCF7 47, BT-549 13, T-47D 33, SR 81 and MDA-MB-231 53.
